S2 tox: viability counter-screen for ATXN expression inhibitors. 0.49% of 400,000 active. Potency, µM (highest dose often 56.7 µM), most hits filed as cytotoxic. S2 cells (HEK-293 line with an ATXN2-luciferase reporter) viability, CellTiter-Fluor protease fluorescence, 24 h; also: nearly all actives have a fitted effect of over 40% in size
Nrf2 block: blocks Nrf2 signaling | A549 ARE-Fluc reporter, luciferase luminescence, 18-24 h | Potency, µM (top dose mostly 46 µM), for the others: top-dose activity change, negative = inhibition, actives largely listed as inhibitors | 2.1% of 360,000 active; also: % is scaled to controls: 0 for no effect and ±100 for the full control effect; nearly all actives have a fitted effect of over 60% in size
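Reporter: ARE-Fluc in A549. Exposure: 18-24 h, 37 °C, 5% CO2, 5% FBS OPTI-MEM. Readouts: fluorescent cytotoxicity (CellTiter-Fluor), then luminescent Nrf2 signal after BugLite.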
A549 tox: A549 cytotoxicity, counter-screen for Nrf2 inhibitors; A549 ARE-Fluc cells, CellTiter-Fluor viability, 18-24 h; Potency, µM (series often up to 46 µM), inactives show top-dose activity change, negative = cytotoxicity, hits mostly inhibitors; 0.16% of 390,000 active; also: % is scaled to controls: 0 for no effect and ±100 for the full control effect
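Cytotoxicity counterscreen: CellTiter-Fluor fluorescence was measured in A549 ARE_Fluc cells after 18-24 h of compound exposure in a concentration series. The subsequent BugLite luminescent read reports ARE-luciferase activity.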
TGFb SMAD3 inh: TGF-b pathway inhibition; AID 588855; 1.2% of 410,000 active; Potency, µM (series often up to 46.1 µM), for the others: at the top dose activity, negative = inhibition, usual class: inhibitors; HepG2 CAGA-GFP TGF-b/SMAD3 reporter, GFP fluorescence, 18 h; TGF-beta stimulated, 500 pg/mL final; also: % is scaled to controls: 0 for no effect and ±100 for the full control effect; nearly all actives have a fitted effect of over 65% in size
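Per well, imaged GFP fluorescence of HEPG2 CAGA-GFP cells gives the signal; cells get compound, then TGF-beta (500 pg/mL final), 18 h at 37 degrees C; %Activity versus -TGF-beta and +DMSO controls.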
HepG2 viability: kills HepG2 cells in TGF-b inhibitor counter-screen | HepG2 CAGA-GFP viability, ATP luminescence, 18 h | Potency, µM (top dose mostly 46.1 µM), without a hit: at the top dose activity change, negative = cytotoxicity, most hits filed as cytotoxic | 0.76% of 410,000 active | AID 588856; also: some results filed as inactive show a strong effect at the top dose
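CellTiter-Glo luminescence gave cytotoxicity after 18 hours at 37 degrees C. The cells were HepG2 CAGA-GFP in 1% FBS DMEM, stimulated with 500 pg/mL TGF-beta after compound addition. %Activity was normalised to no-cell wells (complete cell-killing) and DMSO (no toxicity), and curves were fitted and classified.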
Nrf2 ARE act: Nrf2 pathway activation; Potency, µM (titrated, usually from 46.1 µM), inactives show top-dose activation, actives largely listed as activators; AREc32 ARE-luciferase reporter (MCF7-derived line), luminescence, 24 h; 0.31% of 410,000 active; also: % of control where 0% means no effect; nearly all actives have a fitted effect of over 65% in size
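Nrf2 activation is followed as ARE-luciferase induction in the AREc32 line after one day of compound treatment; luminescence is read with Steady-Glo.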
MCF10A rerep: inducers of DNA re-replication in MCF 10A breast cells. Potency, µM (highest dose often 46.1 µM), for inactives: at the top dose activity, positive = re-replication, usual class: activators. MCF 10A DNA re-replication, Hoechst nuclear intensity, 48 h. 2.9% of 350,000 active; also: % of control where 0% means no effect; nearly all actives have a fitted effect of over 50% in size
EPAC2 antagonist: blocks human EPAC2 exchange factor | Q8WZA2 | EPAC2 GEF exchange of Rap1B-BODIPY-GDP, fluorescence | Potency, µM (titrated, usually from 114 µM), for the others: at the top dose activity, negative = inhibition, actives largely listed as inhibitors | 0.18% of 360,000 active; also: % is scaled to controls: 0 for no effect and ±100 for the full control effect; nearly all actives have a fitted effect of over 45% in size; many of its hits are not listed in these tables
Target sequence (Q8WZA2 whole entry, looked up): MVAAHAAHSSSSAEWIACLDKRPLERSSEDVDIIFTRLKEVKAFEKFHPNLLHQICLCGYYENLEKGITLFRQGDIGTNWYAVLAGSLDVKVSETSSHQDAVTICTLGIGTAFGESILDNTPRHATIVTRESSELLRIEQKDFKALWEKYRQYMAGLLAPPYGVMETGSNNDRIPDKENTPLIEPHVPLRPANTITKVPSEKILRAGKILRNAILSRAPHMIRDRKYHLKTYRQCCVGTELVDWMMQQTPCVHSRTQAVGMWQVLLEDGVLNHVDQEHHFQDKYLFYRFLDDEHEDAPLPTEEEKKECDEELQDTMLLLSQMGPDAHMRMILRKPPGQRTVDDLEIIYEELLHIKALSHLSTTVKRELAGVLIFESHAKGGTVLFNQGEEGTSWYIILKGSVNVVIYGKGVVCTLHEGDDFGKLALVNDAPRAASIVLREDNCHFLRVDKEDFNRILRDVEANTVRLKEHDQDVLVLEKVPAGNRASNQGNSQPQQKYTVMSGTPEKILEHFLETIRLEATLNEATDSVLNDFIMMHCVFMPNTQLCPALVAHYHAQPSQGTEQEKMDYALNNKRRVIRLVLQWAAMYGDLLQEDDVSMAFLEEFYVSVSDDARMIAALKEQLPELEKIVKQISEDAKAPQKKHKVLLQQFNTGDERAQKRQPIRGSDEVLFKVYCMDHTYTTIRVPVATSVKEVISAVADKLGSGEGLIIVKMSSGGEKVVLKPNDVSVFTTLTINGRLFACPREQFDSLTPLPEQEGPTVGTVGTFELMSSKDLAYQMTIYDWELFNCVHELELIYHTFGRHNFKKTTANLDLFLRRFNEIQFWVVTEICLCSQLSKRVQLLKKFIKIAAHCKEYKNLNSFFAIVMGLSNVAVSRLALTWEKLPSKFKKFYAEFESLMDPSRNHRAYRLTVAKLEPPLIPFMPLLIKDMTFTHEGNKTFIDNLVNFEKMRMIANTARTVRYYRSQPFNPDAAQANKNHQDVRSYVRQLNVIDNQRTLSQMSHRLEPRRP
ATXN2 expr inh: inhibitors of ATXN2 expression. HEK-293 ATXN2-luciferase reporter, luminescence, 24 h. Potency, µM (series often up to 57 µM), without a hit: at the top dose activity change, negative = inhibition, hits mostly inhibitors. 0.72% of 360,000 active. AID 1745845; also: % is scaled to controls: 0 for no effect and ±100 for the full control effect; nearly all actives have a fitted effect of over 55% in size
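qHTS (up to 57 uM final) was run with 24 h compound exposure of reporter cells at 37 °C. Each well was multiplexed: SteadyGlo luminescence measured ATXN2-luciferase expression after a fluorogenic Gly-Phe-AFC viability readout (25 uM final).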
* hit, by the source's call; i = inactive; ? = inconclusive; nt = not tested or not shown; & = joins results of further samples; [ ] = another dose, or the depositor's remark. Calls follow the shape of the dose curve; as a rule, active = well fitted curve in the direction sought with a large enough effect; inconclusive = small, poorly fitted or top-dose-only effect, or another doubt; inactive = no such curve, though single readings can be large; an effect the other way counts as inactive or inconclusive. Potency is read from the fitted curve at half-maximal effect. A portion of the library. The share of hits here may be higher or lower than overall.

Keys – A = S2 tox; B = Nrf2 block; C = A549 tox; D = TGFb SMAD3 inh; E = HepG2 viability; F = Nrf2 ARE act; G = MCF10A rerep; H = EPAC2 antagonist; I = ATXN2 expr inh
1. CCc1ccc2[nH]c(=O)c(-c3ccccc3)c(O)c2c1
  A = i | B = 0% | C = -3% | D = 0% | E = 1% | F = 0.4% | G = -1% | H = -7% | I = 6%
2. CC1CCCN(S(=O)(=O)c2ccc(N3CCCCS3(=O)=O)cc2)C1 (centres undefined)
  A = i | B = nt | C = 2% | D = -2% | E = -31% | F = -0.5% | G = nt | H = nt | I = 6%
3. CCc1nnc(SCC(=O)N2CCc3ccccc32)n1CC
  A = i | B = -7% | C = 0% | D = -18% | E = -21% | F = -0.5% | G = -35%[inhibitor] | H = -7% | I = 12%
4. CCc1nc2oc3ccccc3c(=O)c2cc1C(=O)OC
  A = i | B = ? | C = -2% | D = ? | E = -3% | F = ? | G = -5% | H = -2% | I = 52%[activator]
5. OCCNCc1ccc(-c2ccccc2)cc1
  A = i | B = 5% | C = 8% | D = -32% | E = -29% | F = 2.5% | G = 14% | H = 3% | I = ?
6. O=C(Nc1cccnc1)c1cc(-c2ccc(F)cc2)on1
  A = i | B = 11% | C = 14% | D = 6% | E = 8% | F = -1.3% | G = -4% | H = 7% | I = nt
7. Cc1cccc(NC(=O)C(Cc2ccccc2)NS(=O)(=O)c2ccc3c(c2)c(=O)n(C)c(=O)n3C)c1 (centres undefined)
  A = i | B = -4% | C = -12% | D = -23% | E = -3% | F = 0.3% | G = nt | H = nt | I = -20%
8. O=C1C2C(c3ccccc3)(C(=O)N1c1ccc(Cl)cc1)C2(c1ccccc1)c1ccccc1 (centres undefined)
  A = i | B = 8% | C = 1% | D = ? | E = -12% | F = 0.8% | G = 14% | H = 10% | I = 3%
9. CCC(=O)N1CCc2cc(S(=O)(=O)NC(C(=O)NC3CCCc4ccccc43)C(C)C)ccc21 (centres undefined)
  A = i | B = -2% | C = 1% | D = -7% | E = 36% | F = 0.3% | G = 7% | H = 1% | I = 7%
10. O=C(CC(c1ccccc1)c1ccccc1)Nc1ccc2c(c1)OCCO2
  A = i | B = -3% | C = 8% | D = -17% | E = -11% | F = -0.9% | G = ? | H = -4% | I = 2%
11. COc1cc(Cl)c(CN2CCCC(CO)(Cc3ccccc3)C2)cc1OC (centres undefined)
  A = i | B = -21% | C = ? | D = 6% | E = -6% | F = -0.8% | G = ? | H = 5% | I = -16%
12. COc1cc(N2C(=O)C=CC2=O)ccc1N1C(=O)C=CC1=O
  A = nt | B = ? | C = ? | D = ? | E = -103% | F = -1.8% | G = 6.5µM* | H = 6% | I = ?
13. CC(C)(C)S(=O)N1Cc2cn(Cc3ccccc3)c(=O)cc2[C@@H]1CCO (some centres undefined)
  A = i | B = -1% | C = 0% | D = 5% | E = 23% | F = 0.0% | G = ? | H = 16% | I = 3%
14. C/C(CC(=O)Nc1ccc(N(C)C)cc1)=N\NC(=O)c1ccccc1Cl
  A = i | B = nt | C = nt | D = 3% | E = 0% | F = 2.6% | G = nt | H = 5% | I = nt
15. Cc1c(Cl)cccc1NC(=O)CCN1CCCCCC1
  A = i | B = 7% | C = 12% | D = ? | E = -15% | F = -0.2% | G = 5% | H = -5% | I = -16%
16. COc1ccccc1NC(=O)COn1nnc2ccc(S(=O)(=O)N3CCOCC3)cc21
  A = ? | B = -9% | C = -9% | D = ? | E = -10% | F = 1.8% | G = -10% | H = 1% | I = -9%
17. Cc1nn(-c2ccccc2)c(C)c1/C=N/NC(=O)c1cc(-c2ccccc2)n[nH]1
  A = i | B = 19% | C = -16% | D = ? | E = 3% | F = 0.3% | G = ? | H = 5% | I = 4%
18. CCC(C)(C)n1nnnc1C(c1ccc2ncccc2c1)N1CCCCCC1 (centres undefined)
  A = i | B = 5% | C = 1% | D = -5% | E = -13% | F = -0.5% | G = 7% | H = -7% | I = -15%
19. O=C(NC(=S)Nc1ccccc1N1CCOCC1)c1cccc([N+](=O)[O-])c1
  A = i | B = -21% | C = 5% | D = -10% | E = 2% | F = 0.1% | G = ? | H = -10% | I = -7%
20. O=C(Cn1cnc([N+](=O)[O-])c1)c1ccc(Cl)cc1
  A = i | B = 5% | C = -3% | D = -2% | E = 0% | F = 0.4% | G = ? | H = 13% | I = 8%
21. Cc1c2cnn(CC(=O)NCCN3CCOCC3)c(=O)c2c(C)n1Cc1ccccc1
  A = i | B = -8% | C = -3% | D = -5% | E = 0% | F = 0.3% | G = -3% | H = 2% | I = -18%
22. O=C(Nc1c(O)c2ccccc2oc1=O)c1ccccc1Cl
  A = i | B = 5% | C = -7% | D = -2% | E = 1% | F = 0.0% | G = nt | H = nt | I = 14%
23. O=C(Oc1ccc(F)cc1)c1nc(SCc2ccccc2F)ncc1Cl
  A = nt | B = 2% | C = 1% | D = -24% | E = -11% | F = 0.2% | G = nt | H = nt | I = nt
24. CCC1CN(C(=O)N2CCC(C(=O)NCc3ccccc3C)CC2)c2ccccc2O1 (centres undefined)
  A = i | B = ? | C = -1%&-5% | D = -22%&0% | E = 6%&-33% | F = -0.5%&3.2% | G = 12% | H = 5% | I = -14%
25. COC(=O)c1cc(C)sc1NC(=O)C1CC=CCC1C(=O)O (centres undefined)
  A = i | B = nt | C = -2% | D = 2% | E = 3% | F = 0.4% | G = 19% | H = 1% | I = 3%

The closing 4 compounds of the section before lead into the next.
Keys – A = S2 tox; B = Nrf2 block; C = A549 tox; D = TGFb SMAD3 inh; E = HepG2 viability; F = Nrf2 ARE act; G = MCF10A rerep; H = EPAC2 antagonist; I = ATXN2 expr inh
22. O=C(Nc1c(O)c2ccccc2oc1=O)c1ccccc1Cl
  A = i | B = 5% | C = -7% | D = -2% | E = 1% | F = 0.0% | G = nt | H = nt | I = 14%
23. O=C(Oc1ccc(F)cc1)c1nc(SCc2ccccc2F)ncc1Cl
  A = nt | B = 2% | C = 1% | D = -24% | E = -11% | F = 0.2% | G = nt | H = nt | I = nt
24. CCC1CN(C(=O)N2CCC(C(=O)NCc3ccccc3C)CC2)c2ccccc2O1 (centres undefined)
  A = i | B = ? | C = -1%&-5% | D = -22%&0% | E = 6%&-33% | F = -0.5%&3.2% | G = 12% | H = 5% | I = -14%
25. COC(=O)c1cc(C)sc1NC(=O)C1CC=CCC1C(=O)O (centres undefined)
  A = i | B = nt | C = -2% | D = 2% | E = 3% | F = 0.4% | G = 19% | H = 1% | I = 3%
26. C(=C\c1ccccc1)/CN1CCN(C(c2nnnn2C2CCCC2)C2CC2)CC1 (centres undefined)
  A = ? | B = nt | C = nt | D = 7.9µM* | E = -27% | F = -0.8% | G = nt | H = 5% | I = 0%
27. COc1cccc(C2CC(=O)Nc3c2c(=O)n(C)c2ncnn32)c1OC (centres undefined)
  A = i | B = -18% | C = -12% | D = 4% | E = -23% | F = -2.7% | G = nt | H = nt | I = 1%
28. COc1cc(/C=N/NC(=S)NC2CC3CCC2C3)ccc1O (centres undefined)
  A = ? | B = 6% | C = -3% | D = ? | E = -73% | F = 12% | G = 9% | H = -29% | I = 11%
29. O=C(OCc1c(Cl)cccc1Cl)c1ccccn1
  A = i | B = -9% | C = -11% | D = 5% | E = -2% | F = -0.4% | G = -4% | H = 14% | I = 2%
30. CN1C(=O)CSc2ccc(NC(=O)NCc3ccc(F)cc3)cc21
  A = i | B = -12% | C = 12% | D = 25% | E = -16% | F = 4.9% | G = 0% | H = -14% | I = nt
31. COc1ccc(-c2csc(NC(=O)CSCC(=O)Nc3cc(C)on3)n2)cc1OC
  A = i | B = ? | C = -5% | D = -8% | E = -5% | F = 1.9% | G = 12% | H = 3% | I = 3%
32. Cc1ccc(-n2ncc3c(NCCCn4ccnc4)ncnc32)cc1Cl
  A = ? | B = nt | C = -3% | D = -21% | E = -29% | F = 4.8% | G = nt | H = nt | I = -16%
33. CCOC(=O)/C(=C/Nc1ccc(F)c(F)c1)[N+](=O)[O-]
  A = i | B = -27% | C = 1% | D = 11% | E = -9% | F = 2.0% | G = -2% | H = 2% | I = 5%
34. COCCNC(=O)c1ccc(-n2c(SCc3cc(F)ccc3F)nc3ccccc3c2=O)cc1
  A = i | B = 10% | C = 1% | D = -10% | E = 6% | F = 3.2% | G = -1% | H = -12% | I = -3%
35. CC(/C=C1\SC(=S)N(CCC(=O)Nc2cccc(C(=O)O)c2)C1=O)=C\c1ccccc1
  A = i | B = 0% | C = 1% | D = -11% | E = -32% | F = 2.4% | G = ? | H = ? | I = 9%
36. NC(=O)c1cc2ccccc2o/c1=N/NC(=O)c1ccccc1
  A = i | B = ? | C = -17% | D = -8% | E = -4% | F = 2.5% | G = -4% | H = 6% | I = 8%
37. O=C(CNC(=O)c1ccco1)NCC(c1ccco1)N1CCCCC1 (centres undefined)
  A = i | B = 12% | C = 3% | D = -5% | E = 1% | F = -0.6% | G = 2% | H = 0% | I = 8%
38. N#CC(=Cc1ccncc1)c1ccccc1
  A = ? | B = -2% | C = -5% | D = -24% | E = -28% | F = 13% | G = 11% | H = -1% | I = 24%
39. O=C1C(=Cc2cn(-c3ccccc3)nc2-c2ccc(OCc3ccccc3F)cc2)SC(=S)N1CCS(=O)(=O)O
  A = ? | B = nt | C = nt | D = -2% | E = 8% | F = -1.2% | G = nt | H = -13% | I = 12%
40. O=S(=O)(c1cccs1)n1cccn1
  A = i | B = 3% | C = -2% | D = 10% | E = 4% | F = -0.8% | G = 1% | H = 4% | I = -1%
41. CCCCN1C(=O)C(CC(=O)NC2CC2)CC(C(=O)N(C(C)C)C(C)C)=C1C (centres undefined)
  A = ? | B = nt | C = nt | D = -6% | E = -13% | F = 0.2% | G = nt | H = -1% | I = 2%
42. COc1ccc(-c2cc([C@H]3[C@@H]4C=CCC[C@@]4(C)C(=O)N3Cc3ccccc3)ccc2F)cc1
  A = i | B = -3% | C = 9% | D = ? | E = 1% | F = 7.7% | G = 25% | H = -12% | I = -22%
43. O=C(COC(=O)Cc1cccc2ccccc12)Nc1ccccc1-c1ccccc1
  A = i | B = 11% | C = 7% | D = -1% | E = -7% | F = -0.5% | G = 7% | H = 3% | I = -1%
44. c1ccc(-c2nc3ccccc3c3nc4ccccc4n23)cc1
  A = i | B = 6% | C = -6% | D = 44%[activator] | E = 11% | F = 0.8% | G = -5% | H = -6% | I = -12%

Screens deposited in PubChem by National Center for Advancing Translational Sciences (NCATS).
